All columns: NCI-60 one-dose screen, growth in % after 48 h at 10 µM unless noted; 100 = growth as untreated, 0 = no growth, -100 = all killed.
SNB-19: SNB-19 CNS cancer cells. 81,000 compounds, 2.5% hits. AID 1794751
CAKI-1: CAKI-1 renal cancer; 75,000 compounds, 4.7% hits; AID 1794772
A498: A498 renal cancer cells | 76,000 compounds, 5.4% hits | AID 1794774
SNB-75: SNB-75 CNS cancer; 79,000 compounds, 5% hits; AID 1794750
SF-268: SF-268 CNS cancer cells. 82,000 compounds, 3.1% hits
SF-539: SF-539 CNS cancer. 81,000 compounds, 6.8% hits. AID 1794752
SF-295: SF-295 CNS cancer cells; 79,000 compounds, 5.6% hits; AID 1794758
U251: U251 CNS tumor cells; 80,000 compounds, 5.4% hits; AID 1794753
NCI-H23: NCI-H23 lung cancer; 80,000 compounds, 4% hits
* marks the source's active call; other numbers are inactive results; · = no result given; & = joins results of further samples. Rule for the calls: active = growth percent below 10; inactive = the rest. No enrichment for hits (roughly 10% active in at least one column).

SMILES | SNB-19 | CAKI-1 | A498 | SNB-75 | SF-268 | SF-539 | SF-295 | U251 | NCI-H23
CSc1nc2ccccc2cc1/C=C1/C=C(c2ccccc2)OC1=O | 101 | 98 | 112 | 97 | 94 | 99 | 97 | 103 | 95
CC/C(=C\c1ccc(Cl)cc1)c1ccncc1 | 101 | 83 | · | 98 | 94 | 91 | · | 94 | 93
O=C(Cn1nc(-c2ccccc2)ccc1=O)N/N=C/c1ccc(N2CCCC2)cc1 | 99 | 101 | 102 | 106 | 107 | 102 | 101 | 99 | 103
CCCCCCCCCCC(CO)CCCCCCCC (stereo not given) | 99 | 103 | 107 | 97 | 116 | 93 | · | 97 | 109
CCOC(=O)C1=C(C(=O)c2ccc(Br)cc2)C(c2ccc(F)cc2)NC(=S)N1 (stereo not given) | 103 | 86 | 65 | 90 | 93 | 98 | 101 | 99 | 97
C[C@@H]1C[C@@]2(C)C(=CC1=O)CC[C@@H]1[C@@H]2C(=O)C[C@@]2(C)[C@H]1CC[C@]2(O)C(=O)CO | 98 | 89 | 95 | 100 | 106 | 98 | 89 | 91 | 108
O=C(O)c1ccc(N/C=C/C(=O)c2ccc(Cl)cc2)cc1 | 95 | 94 | 102 | 97 | 102 | 95 | 97 | 102 | 101
NC(=O)CNc1cccc(Br)c1 | 100 | · | 89 | 92 | 111 | 99 | · | 99 | 108
CCOC(=O)/C(C#N)=N\Nc1ccccc1 | 106 | 94 | 68 | 94 | 109 | 100 | 93 | 97 | 103
C=C(C)[C@@H]1CC[C@]2(C(=O)N3CCCNCC3)CC[C@]3(C)[C@H](CC[C@@H]4[C@@]5(C)CCC(=O)C(C)(C)[C@@H]5CC[C@]43C)[C@@H]12 | 91 | 68 | 89 | 57 | 85 | 100 | 104 | 78 | 98
Cc1cc(-c2ccccc2)n2[nH]cc(C)n(-c3ccccc3)nc2c1C#N | 90 | 84 | 125 | · | 103 | 104 | 98 | 104 | 99
COc1ccc(C(O)c2cc3c(N)c(C(=O)Nc4cccc(Cl)c4C)sc3nc2C)cc1 (stereo not given) | 39 | 14 | -25* | -11* | 13 | -4.6* | 17 | 11 | 26
CCOC(=O)C1=C(C)N=C2Sc3cc(O)ccc3N2[C@H]1c1ccccn1 | 97 | 63 | · | 93 | 85 | 99 | 109 | 89 | 97
Nc1ccc2c(c1)[nH]c(=O)c1cc(N)ccc12 | 95&102 | 102&110 | 95&107 | 76&101 | 103&113 | 93&90 | 112 | 114&113 | 104&98
O=C(Nc1cccc(F)c1)Nc1cccc(Cl)c1 | 100 | 89 | 37 | 89 | 80 | 105 | 93 | 91 | 90
CCN1CC(CCN2CCOCC2)C(C(c2ccccc2)c2ccccc2)C1=O (stereo not given) | 102 | 92 | 79 | 102 | 112 | 111 | 90 | 101 | 105
Cc1ccc(S(=O)(=O)c2nc(-c3ccccc3)sc2S(C)(=O)=O)cc1 | 103 | 113 | 109 | 80 | 105 | 107 | 117 | 111 | 94
CC(=O)Nc1ccc(/C=C(\C#N)c2ccc([N+](=O)[O-])cc2)cc1 | 113 | 95 | 107 | 108 | 98 | 100 | 101 | 107 | 99
COc1cc(C#N)c(NC(=S)N2CCN(C(=O)c3ccco3)CC2)cc1OC | 97 | 86 | 105 | 71 | 119 | 84 | 85 | · | 108
CCn1c(Sc2nnc(/N=C3\NC(=O)/C(=C/c4ccc(Cl)cc4)S3)s2)nc2c1c(=O)n(C)c(=O)n2C | 98 | 95 | 98 | 99 | 92 | 94 | 102 | 97 | 104
COc1ccc(C(=O)Cn2cc(CN3CCN(c4cc5c(cc4F)c(=O)c(C(=O)O)cn5C4CC4)CC3)nn2)cc1OC | 96 | 97 | 97 | 97 | 94 | 100 | 103 | 109 | 99
Cn1cnc([N+](=O)[O-])c1S(=O)(=O)Oc1cccc2ccccc12 | 99 | -21* | 98 | 83 | 84 | 53 | 102 | 58 | 86
COc1cc(/C=C/c2cc(/C=C/c3ccc(O)c(OC)c3)n(-c3ccc(C(F)(F)F)cc3)c(=O)n2)ccc1O | 90 | 88 | 103 | 74 | 89 | 92 | 104 | 67 | 94
O=C(/C=C\c1ccc([N+](=O)[O-])cc1)OCCCCOC(=O)/C=C/c1ccc([N+](=O)[O-])cc1 | 107 | 95 | 80 | 102 | 105 | 101 | 97 | 100 | 106
CS(=O)(=O)Nc1ccc(C(=O)N=Nc2c(O)[nH]c3ccc(Cl)cc23)cc1 | 100 | 107 | 70 | 93 | 95 | 88 | 98 | 95 | 93
O=C(Nc1ccccc1)c1sc(-c2ccc(F)cc2)cc1O | 93 | 87 | 76 | 94 | 92 | 73 | 94 | 78 | 81
CC(=O)Nc1ccc(C)c(Nc2cc(-c3ccc(-n4cccn4)cc3)[nH]n2)c1 | 46 | 47 | 27 | 64 | 61 | 41 | 46 | 43 | 67
Cc1ccc2nc(N3C(=O)CSC3=S)sc2c1 | 98 | 91 | 120 | 72 | 105 | 98 | 94 | · | 97
C=CCNC(=S)/N=C/C(C(=O)Nc1ccccc1OC)=C(\C)O | 104 | 101 | 88 | 99 | 98 | 108 | 110 | 86 | 96
CC(=O)[C@H]1CC[C@]2(C)[C@@H]1CC[C@@H]1[C@@]3(C)C/C(=C/c4cccnc4)C(=O)C(C)(C)[C@@H]3CC[C@]12C | 87 | 72 | 100 | 106 | 80 | 98 | 90 | 61 | 78
COc1ccc(/C=N\NC(=O)CCCCCCCCC(=O)N/N=C\c2ccc(OC)cc2)cc1 | 112 | 95 | 89 | 104 | 98 | 107 | 124 | 89 | 106
COC(=O)c1c[nH]c2ccc3ccccc3c(=O)c12 | 86 | 51 | 79 | 57 | 92 | 91 | 125 | 97 | 94
O=C(NCOC(O)C(Cl)(Cl)Cl)NCOC(O)C(Cl)(Cl)Cl (stereo not given) | 98 | 96 | 77 | 86 | 105 | 90 | 94 | 102 | 102
O=C(O)c1ccc(-c2nn(-c3ccc(C(F)(F)F)cc3)cc2CNc2ccc(C(F)(F)F)cc2)cc1 | 103 | 97 | · | 95 | 95 | 98 | 102 | 93 | 104
Cc1ccc([C@@H]2C[C@@H]3Cc4cc(Cl)ccc4N2O3)o1 | 107 | 94 | 89 | 106 | 104 | 85 | 95 | 97 | 101
CCC1=C[C@@H]2CN(C1)Cc1c([nH]c3ccccc13)[C@@](C(=O)OC)(c1cc3c(cc1OC)N(C)[C@H]1[C@@](O)(C(=O)OC)[C@H](OC(C)=O)[C@]4(CC)[C@@H]5C[C@@H]5CN5CC[C@]31[C@@H]54)C2 | 56 | 25 | -25* | 3.0* | 8.9* | -17* | 20 | 7.9* | 5.9*
CC(C)OC(=O)Nc1cc(F)c(F)cc1F | 102 | 97 | 94 | 96 | 101 | 96 | 102 | 99 | 99
O=C(CCl)c1ccc2c(c1)[nH]c1ccccc12 | 100 | 103 | 105 | 105 | 100 | 98 | 116 | 81 | 95
COC(=O)[C@@H](CC(C)C)NS(=O)(=O)N(c1cccc(F)c1)C1CCN(Cc2ccc(C(F)(F)F)cc2)CC1 | 61 | · | 82 | 73 | 93 | 90 | 93 | 82 | 77
Fc1ccc(C2Oc3ccccc3C3CC(c4ccco4)=NN32)cc1 (stereo not given) | 102 | 82 | 103 | 79 | 89 | 92 | 104 | 99 | 93
O=C(COc1cccc(/C=C2\COc3ccccc3C2=O)c1)Nc1nccs1 | 74 | 84 | 102 | 77 | 70 | 84 | 112 | 23 | 13
COc1ccccc1-n1c(Cc2cccc3ccccc23)nnc1SCC(=O)O | 99 | 93 | 107 | 92 | 104 | 106 | 102 | 104 | 96
CN(C)CCC(=O)c1ccc(O)cc1 | · | 97 | 99 | 94 | 95 | 104 | 106 | 100 | 97
Nc1nc(N)c(N=Nc2ccc(S(=O)(=O)Nc3ncccn3)cc2)cc1N=Nc1ccccc1 | 90 | 93 | 68 | 75 | 99 | 95 | 94 | 85 | 89
CC(=O)COc1ccccc1[N+](=O)[O-] | 107 | 111 | 77 | 99 | 99 | 99 | 106 | 98 | 101

Nine entries from above, in CSV form:
mol,SNB-19,CAKI-1,A498,SNB-75,SF-268,SF-539,SF-295,U251,NCI-H23
CC(C)OC(=O)Nc1cc(F)c(F)cc1F,102,97,94,96,101,96,102,99,99
O=C(CCl)c1ccc2c(c1)[nH]c1ccccc12,100,103,105,105,100,98,116,81,95
COC(=O)[C@@H](CC(C)C)NS(=O)(=O)N(c1cccc(F)c1)C1CCN(Cc2ccc(C(F)(F)F)cc2)CC1,61,·,82,73,93,90,93,82,77
Fc1ccc(C2Oc3ccccc3C3CC(c4ccco4)=NN32)cc1 (stereo not given),102,82,103,79,89,92,104,99,93
O=C(COc1cccc(/C=C2\COc3ccccc3C2=O)c1)Nc1nccs1,74,84,102,77,70,84,112,23,13
COc1ccccc1-n1c(Cc2cccc3ccccc23)nnc1SCC(=O)O,99,93,107,92,104,106,102,104,96
CN(C)CCC(=O)c1ccc(O)cc1,·,97,99,94,95,104,106,100,97
Nc1nc(N)c(N=Nc2ccc(S(=O)(=O)Nc3ncccn3)cc2)cc1N=Nc1ccccc1,90,93,68,75,99,95,94,85,89
CC(=O)COc1ccccc1[N+](=O)[O-],107,111,77,99,99,99,106,98,101

Continuation:
SMILES | SNB-19 | CAKI-1 | A498 | SNB-75 | SF-268 | SF-539 | SF-295 | U251 | NCI-H23
CSc1nnc(-c2cnn3c2NC(c2ccccc2)C3)n1-c1ccccc1 (stereo not given) | 108 | 89 | 101 | 89 | 105 | 95 | 94 | 109 | 101
C=CCOC(=O)CCCCC | 106 | 98 | 107 | 88 | 110 | 104 | 114 | 113 | 106
C/C(=N/O)c1ccc2c(c1)Cc1cc([N+](=O)[O-])ccc1-2 | 92 | 91 | · | 86 | 87 | 103 | 100 | · | 80
Oc1ccc(-c2nnc(Cn3cnnc3)o2)cc1 | 88 | 49 | 95 | 80 | 104 | 96 | 122 | 94 | 89
CCn1cc(C(=O)O)c(=O)c2cc(F)c(N3CCN(CC(=O)Nc4ccc(S(N)(=O)=O)cc4)C(C)C3)c(F)c21 (stereo not given) | 97 | 96 | 104 | 88 | 101 | 99 | 103 | 107 | 102
CCc1ccccc1NC(=O)C1CCN(S(=O)(=O)c2cc([N+](=O)[O-])ccc2Cl)CC1 | 104 | 114 | 110 | 94 | 100 | 104 | 165 | 109 | 107
O=S(=O)(Cc1cc(-c2ccccc2)no1)N1CC=CC1 | 101 | 95 | 98 | 112 | 104 | 100 | 101 | 106 | 102
CC(C)(C)C(=O)OC[C@H]1O[C@@H](n2c(=O)cc(N)[nH]c2=O)[C@H](O)[C@@H]1O | 101 | 94 | 104 | 69 | 97 | 99 | 102 | 104 | 103
O=C(Cn1c(-c2ccccc2)nc2ccccc21)N=Nc1c(O)[nH]c2ccccc12 | 89 | 73 | 75 | 87 | 81 | 79 | 85 | 88 | 89
NC1=NC(c2ccccc2)N=C(Nc2nn[nH]n2)N1 (stereo not given) | 100 | 89 | 101 | 85 | 98 | 94 | 98 | 98 | 102
O=S(=O)(NCCNc1nccc(-c2c(-c3cccc(O)c3)nc3occn23)n1)c1ccc(Br)cc1 | 66 | 20 | 40 | 57 | 41 | 49 | 78 | 41 | 53
CC(C)(C)c1ccc(OCCOC(=O)CBr)cc1 | 104 | 107 | 107 | 85 | 96 | 100 | 116 | 103 | 99
CCC([N+](=O)[O-])S(=O)(=O)c1ccc(C)cc1 (stereo not given) | 94 | 80 | 103 | 85 | 126 | 94 | 111 | 100 | 93
COc1cc(-c2c3c(cn2S(=O)(=O)c2ccccc2)-c2nc(N)sc2CC3)cc(OC)c1OC | 29 | 34 | 21 | 12 | 41 | -32* | 11 | 26 | 44
Cc1ccc(S(=O)(=O)N(CC[C@@H]2C[C@H]2c2cc3ccccc3o2)S(=O)(=O)c2ccc(C)cc2)cc1 | 95 | 86 | 76 | 89 | 98 | 101 | 101 | 93 | 91
CC(C)(C)Nc1nc2c(OCCc3ccccc3)cccn2c1-c1ccc(O)cc1 | 68 | 80 | 103 | 124 | 91 | 73 | 36 | 53 | ·
CO[C@@]1(NC(=O)Cc2cccs2)C(=O)N2C(C(=O)O)=C(COC(N)=O)CS[C@@H]21 | 106 | 92 | 106 | 82 | 123 | 99 | 104 | 108 | 109
COc1cccc(/C=C2\Oc3cc(OCCCN4CCCC4)ccc3C2=O)c1OC | 102 | 93 | · | · | 92 | 95 | 97 | 93 | 97
NNC(=O)c1ccc(Br)cc1 | 119 | 96 | 112 | 90 | 106 | 101 | 95 | 96 | 98
O=C1NC(=S)S/C1=C\c1cn(-c2ccccc2)nc1-c1ccccc1 | 101&39 | 105&52 | 112&38 | 125&68 | 114&69 | 98&40 | 107&47 | 102&38 | 21
Cc1[nH][nH]c(=O)c1N=Nc1ccc(S(=O)(=O)N=C(N)N)cc1 | 100 | 95 | 94 | 69 | 94 | 106 | 125 | 99 | ·
COC(=O)C(=O)C(C(=O)Nc1cccc(C)c1C)C1Sc2ccccc2NC1=O (stereo not given) | 100 | 91 | 92 | 72 | 90 | 97 | 100 | 86 | 91
Cc1ccc(S(N)(=O)=O)cc1S(N)(=O)=O | 98 | 89 | 109 | 92 | 94 | 109 | 99 | 108 | 94

Compound activity: PubChem, NCI
